Bioassay records from PubChem.
LMNA splice mod – qHTS Assay for Modulators of Lamin A Splicing; HeLa LMNA splicing GFP/RFP minigene ratio, 48 h; actives 0.01% (n = 200,000); Potency, µM (series often up to 46.1 µM), inactives show at the top dose ratio change, negative = inhibition, actives largely listed as inhibitors; active = well fitted inhibition curve with a large enough effect in the signal ratio, with a control signal flat, not every such curve was filed as active; inconclusive = small, poorly fitted or top-dose-only effect, or effect the other way, or a change in a side signal; the % refers to the signal ratio; also: potency is read from the fitted curve at half-maximal effect; % is scaled to controls: 0 for no effect and ±100 for the full control effect
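S3 HeLa stable clones carrying a lamin A-EGFP splicing minigene plus DsRed2 were seeded at 600 cells/well in Opti-MEM with 2% FBS, pin-dosed and incubated 48 h at 37°C. Acumen cytometry (488 nm) gave the GFP/RFP total-intensity ratio.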
HTT ATP protect – qHTS Multiplex Assay to Identify Dual Action Probes in a Cell Model of Huntington: Cytoprotection (ATP); PC12 HTT-Q103 induced, cytoprotection, ATP luminescence, 40 h; Potency, µM (top dose mostly 56.4 µM), for the others: cytoprotection (ATP increase), hits mostly activators; actives 0.14% (n = 230,000); AID 1471, 2008;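 also: potency is read from the fitted curve at half-maximal effect; % of control where 0% means no effect; nearly all actives have a fitted effect of over 45% in size; toxic huntingtin expression switched on by the ecdysone agonist tebufenozide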
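ATP quantification (ATPlite) reports survival of PC12 cells in which tebufenozide, 100 nM final, switches on Htt exon 1 with 103 glutamines linked to GFP; compounds are titrated.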
HTT aggregate – qHTS Multiplex Assay to Identify Dual Action Probes in a Cell Model of Huntington: Aggregate Formation (GFP). PC12 HttQ103-GFP aggregates, Acumen cytometry, 40 h. Potency, µM (titrated, usually from 46.1 µM), inactives show at the highest dose activity change, negative = inhibition, hits mostly inhibitors. actives 1.1% (n = 220,000); also: potency is read from the fitted curve at half-maximal effect; % is scaled to controls: 0 for no effect and ±100 for the full control effect; nearly all actives have a fitted effect of over 60% in size
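Aggregates are detected as GFP objects 1–25 µm with signal 6 STDEV over background in lysates of induced PC12 cells. These carry Huntingtin exon 1 with 103 glutamines fused to GFP under an ecdysone promoter; compounds titrated.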
SMN2 splice enh – qHTS Assay for Enhancers of SMN2 Splice Variant Expression; Potency, µM (top dose mostly 46.1 µM), inactives show at the top dose activity change, positive = activation, most hits filed as activators; actives 2.8% (n = 210,000); HEK293 SMN2-luciferase splicing reporter, luminescence, 30-36 h; also: potency is read from the fitted curve at half-maximal effect; % of control where 0% means no effect; nearly all actives have a fitted effect of over 55% in size
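HEK293 cells carry an SMN2 […]–luciferase reporter in which exon 7 inclusion puts luciferase in frame. Cells were plated 10-12 h before compound addition, then incubated 30-36 h at 37C. ONE-Glo luminescence was read; sodium butyrate at 4.5 mM final served as control.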
Luc counter – Counterscreen for Luciferase (Kinase-Glo TM) Inhibition; Luciferin 4-monooxygenase (Photuris pensylvanica), Q27757; actives 0.28% (n = 200,000); Potency, µM (highest dose often 38.3 µM), without a hit: at the highest dose activity change, negative = inhibition, hits mostly inhibitors; Kinase-Glo luciferase, ATP luminescence, 8 min; also: potency is read from the fitted curve at half-maximal effect; % is scaled to controls: 0 for no effect and ±100 for the full control effect; nearly all actives have a fitted effect of over 60% in size
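Recombinant Kinase-Glo luciferase, 10 uM ATP (linear range), luciferin; imidazole pH 7.2 / KCl / MgCl2 / Tween / BSA buffer; 8 min RT; luminescence.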
CBFb RUNX1 block – qHTS Assay for Compounds Blocking the Interaction Between CBF-beta and RUNX1 for the Treatment of Acute Myeloid Leukemia; Runt-related transcription factor 1 (Homo sapiens) + Core-binding factor subunit beta …; AlphaScreen CBFb-His/RUNX1-biotin binding, biochemical; Potency, µM (top dose mostly 59.8 µM), for the others: at the top dose activity, negative = inhibition, actives largely listed as inhibitors; 230,000 tested, under 10 active; AID 1477, 2009; also: % of control where 0% means no effect
Target sequence (Q01196 whole entry, looked up): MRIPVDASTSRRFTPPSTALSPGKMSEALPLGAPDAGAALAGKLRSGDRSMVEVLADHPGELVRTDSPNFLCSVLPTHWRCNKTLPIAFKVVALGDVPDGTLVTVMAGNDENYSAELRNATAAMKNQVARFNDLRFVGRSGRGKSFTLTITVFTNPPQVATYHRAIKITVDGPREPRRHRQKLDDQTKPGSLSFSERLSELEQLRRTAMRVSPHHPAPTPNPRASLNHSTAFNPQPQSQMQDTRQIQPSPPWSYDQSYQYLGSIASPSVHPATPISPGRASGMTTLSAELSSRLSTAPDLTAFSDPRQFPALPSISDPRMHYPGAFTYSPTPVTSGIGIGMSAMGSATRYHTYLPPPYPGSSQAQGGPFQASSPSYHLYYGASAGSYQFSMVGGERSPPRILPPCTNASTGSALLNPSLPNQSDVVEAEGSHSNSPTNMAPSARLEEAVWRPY
Target sequence (Q13951 whole entry, looked up): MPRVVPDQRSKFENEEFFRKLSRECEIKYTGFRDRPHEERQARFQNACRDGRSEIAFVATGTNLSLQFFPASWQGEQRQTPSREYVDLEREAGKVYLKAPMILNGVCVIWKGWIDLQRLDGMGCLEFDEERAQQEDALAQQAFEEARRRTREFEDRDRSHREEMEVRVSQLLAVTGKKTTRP
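Interaction loss through any mechanism counts as activity. Pre-formed complex of His-CBF-beta and biotin-RUNX1 (30 nM apiece) is incubated with compound 15 min, then with 50 ng nickel and 50 ng streptavidin beads for 90 min before AlphaScreen detection.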
IMPase Li inh – qHTS Assay for Identifying the Cell-Membrane Permeable IMPase Inhibitors: Potentiation with Lithium; CHO-M1 cells, IP1 TR-FRET (IP-One), carbachol + lithium; Potency, µM (titrated, usually from 59.4 µM), for the others: top-dose activity, negative = IMPase inhibition, usual class: inhibitors; actives 0.35% (n = 210,000);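 also: IP1 builds up when IMPase is blocked and the TR-FRET signal falls; potency is read from the fitted curve at half-maximal effect; plate controls were basal vehicle for no effect and high inhibitor control for full effect; nearly all actives have a fitted effect of over 50% in size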
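Lithium-sensitised IP1 accumulation assay; M1-expressing CHO cells treated 30 min at 37C with compound. Competitive antibody detection by time-resolved FRET followed a 10 min room-temperature lysis step.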
Starred values were filed as active, the others as inactive; u = inconclusive; x = no result given; & = joins results of further samples; [ ] = remark or other dose. Unless noted, calls follow the shape of the dose curve; as a rule, active = well fitted curve in the direction sought with a large enough effect; inconclusive = small, poorly fitted or top-dose-only effect, or another doubt; inactive = no such curve, though single readings can be large; an effect the other way counts as inactive or inconclusive. Compounds as they come, and some 4% of all compounds hit somewhere here.

Results follow in this order: LMNA splice mod	HTT ATP protect	HTT aggregate	SMN2 splice enh	Luc counter	CBFb RUNX1 block	IMPase Li inh
Fc1ccc(OCCOCCNCC2CCCO2)cc1 (centres undefined)
 : -12%	-8%[10 µM]	7%	-12%	1%	-5%	5%
Cc1sc2nc(SCC(=O)N3CCOCC3)[nH]c(=O)c2c1C
 : -8%	-4%	13%	u	-2%	9%	19%[38.3 µM]
Cc1c(C(=O)NC(C(C)C)C(C)C)cccc1[N+](=O)[O-]
 : 11%	-6%[10 µM]	-10%	-12%	-5%	4%	0%
Cc1cccc(NC(=O)c2snc3c(=O)[nH]cnc23)c1
 : 5%	6%[10 µM]	26%	-11%	-5%	8%	-9%[38.3 µM]
CCC1(CC)NC(=O)N(CC(=O)N2N=C(c3ccc(Cl)cc3)CC2c2ccco2)C1=O (centres undefined)
 : u	-47%[inhibitor]	-26%	-2%	0%	7%	2%
CN=C1CC(C)(C)CC(=O)/C1=C(/O)CCCN1C(=O)c2ccccc2C1=O
 : u	-34%[inhibitor]	-8%	-31%[inhibitor]	4%	2%	-8%
O=C(Nc1cccc(F)c1)N(Cc1ccc(Cl)cc1)CC(O)C(F)(F)F (centres undefined)
 : -5%	-24%[10 µM]	-20%	-85%[inhibitor]	-2%	16%	32%[38.3 µM]
COc1ccccc1CCNC(=O)c1ccoc1C
 : 7%	19%[1.9 µM]	-8%	30%	-8%	3%	19%[38.3 µM]
CC1=C(OC(=O)c2ccccc2)C(C)(C)C(c2ccc(Br)cc2)OC1=O (centres undefined)
 : -1%	-19%	-15%	-4%	-3%	1%	34%[38.3 µM]
COc1cc(C(O)c2nc3ccccc3s2)cc(OC)c1OC (centres undefined)
 : x	6%[10 µM]	8%[9.22 µM]	x	x	16%	x

Continued:
Results follow in this order: LMNA splice mod	HTT ATP protect	HTT aggregate	SMN2 splice enh	Luc counter	CBFb RUNX1 block	IMPase Li inh
C(=N\NC(=Nc1ccccc1)c1ccccn1)/c1ccccn1
 : u	27%[10 µM]	u	13%[1.84 µM]	-1%	-1%	7%
COc1ccc(NC(=O)c2ccco2)cc1NC(=O)c1ccc(Br)o1
 : u	5%	16%	-32%[inhibitor]	0%	1%	25%[38.3 µM]
CC(C)c1ccc(SCc2noc(C(=O)NCC3CCCO3)c2C(=O)O)cc1 (centres undefined)
 : 9%[0.0737 µM]	-7%	-6%	-18%	3%	-6%	-6%[38.3 µM]
CCN(CC)C(=O)c1sc(NC(=O)c2cccnc2)c(C(=O)OC)c1C
 : -1%	-1%[10 µM]	-13%	-7%	0%	0%	0%
COc1ccc(S(=O)(=O)N2CCOCC2)cc1NC(=O)CSc1nnc2ccccn12
 : -16%[46 µM]	-23%	16%	7%	3%	5%	-2%
O=C(COC(=O)/C=C/c1cccc(Cl)c1)NCCC1=CCCCC1
 : -16%	33%[10 µM]	6%	19%	-1%	4%	-8%
O=C(Cn1cncn1)NCc1ccc(Cl)cc1
 : -1%	-8%[10 µM]	-3%	-3%	-2%	-8%	0%
CC(=O)c1sc(NC(=O)c2cc3c(C)nn(-c4ccccc4)c3s2)nc1C
 : 7%	-21%	8%	-4%	-5%	1%	2%[38.3 µM]
Cc1cc(SC(C)C(=O)NCC(=O)Nc2ccc(F)c(F)c2F)nc2ccccc12 (centres undefined)
 : -13%	-3%[10 µM]	-17%	12%	1%	3%	-16%
CCCCn1c(N)c(N(CC)C(=O)C(c2ccccc2)c2ccccc2)c(=O)[nH]c1=O
 : -3%[46 µM]	-11%	0%	1%	1%	-2%	-5%

(further entries)
Results follow in this order: LMNA splice mod	HTT ATP protect	HTT aggregate	SMN2 splice enh	Luc counter	CBFb RUNX1 block	IMPase Li inh
CC(=O)/C=C(/C)NC(Cc1c[nH]c2ccccc12)C(=O)O (centres undefined)
 : 14%&-17%	-9%&-5%[10 µM]	6%&-10%	16%&12%	1%&-3%	u	-2%[38.3 µM]
Cc1cc(=O)[nH]c(SCC(=O)Nc2ccc(Br)cc2)c1C#N
 : -5%	-31%	10%[1.84 µM]	-48%[inhibitor]	9%	1%	33%[activator][38.3 µM]
O=C(Nc1cccc2c1CCCC2)C1CCN(c2nnnn2-c2ccccc2)CC1
 : -10%	6%[10 µM]	-9%	-10%	4%	10%	10%
CCCn1c(C)nc2c(NCC3CCCN3CC)nc(C)nc21 (centres undefined)
 : x	-56%[inhibitor]	x	-3%	-2%	10%	1%
CCCn1nnnc1SCC(=O)N1CCCc2ccccc21
 : -10%	7%[10 µM]	2%	-7%	3%	17%	1%
O=C(c1cccc(S(=O)(=O)N2CCOCC2)c1)N1CCN(c2ccc(F)cc2)CC1
 : 5%	-18%	-15%	-8%	0%	0%	-9%[38.3 µM]
COc1cc(/C=C2/SC(N)=NC2=O)ccc1Oc1ccc([N+](=O)[O-])cc1[N+](=O)[O-]
 : -9%	14%[10 µM]	-16%	4%	-4%	-2%	-1%
Cc1ccc(NC(=O)COC(=O)[C@H](C)NC(=O)c2ccccc2)cc1S(=O)(=O)N1CCOCC1
 : x	-3%[10 µM]	-13%[9.22 µM]	x	x	5%	x
C#CCn1ccc(O)c(Cc2c(F)cccc2Cl)c1=O
 : u	u	0%	4%	0%	-4%	1%
Cc1ccc(C)c(NC(=O)COC(=O)CCc2ccc(S(=O)(=O)N3CCOCC3)cc2)c1
 : -2%[46 µM]	-8%	-8%	4%	0%	-4%	-1%

Going on with the list.
Results follow in this order: LMNA splice mod	HTT ATP protect	HTT aggregate	SMN2 splice enh	Luc counter	CBFb RUNX1 block	IMPase Li inh
Cc1ncc(CN2CCCC(CCC(=O)NCc3ccc(F)c(F)c3)C2)s1 (centres undefined)
 : x	18%[10 µM]	18%[9.22 µM]	2%	-5%	3%	16%
NCC(O)CN(c1ccccc1)c1ccccc1 (centres undefined)
 : u	9%[10 µM]	-14%[9.22 µM]	x	-1%	0%	0%
c1ccc2c(c1)nc(Nc1ccc(N3CCCCC3)cc1)c1nncn12
 : x	-30%[10 µM]	13%[9.22 µM]	x	x	12%	x
CCOc1ccc2c(c1)c1nnc(SCC(=O)N3CCCCC3C)nc1n2C (centres undefined)
 : 4%	-21%	-7%	-37%[inhibitor]	1%	6%	19%[38.3 µM]
O=S(=O)(c1ccc(NCC2CCCCC2)nc1)N1CCOCC1
 : -18%	9%[10 µM]	-13%	-15%	-1%	2%	9%[38.3 µM]
O=C(O)C(Cc1ccccc1)N1C(=O)/C(=C/c2cccnc2)SC1=S (centres undefined)
 : x	-9%[10 µM]	-24%[9.22 µM]	x	x	-12%	x
Cc1ccccc1OCCn1cc(C(=O)O)c2ccccc21
 : x	x	u	11%	1%	1%	2%
CCc1cccc(N(C(=O)c2csnn2)C(C(=O)NC(C)(C)CC)c2ccccn2)c1 (centres undefined)
 : -20%[9.22 µM]	-34%[inhibitor]	26%	-38%[inhibitor]	-4%	-17%	2%
O=C(c1ccc(Cl)c(Cl)c1)N1CCC(=O)N(C(COCc2cccc(Cl)c2)Cc2ccccc2)CC1 (centres undefined)
 : u	x	u	-35%	1%	-4%[2.36 µM]	8%
CN1CCN(c2ccnc(-c3cccc(NS(C)(=O)=O)c3)n2)CC1
 : 5%	12%	x	-3%	0%	x	14%

Retrieved one by one from the list above (2):
Results follow in this order: LMNA splice mod	HTT ATP protect	HTT aggregate	SMN2 splice enh	Luc counter	CBFb RUNX1 block	IMPase Li inh
NCC(O)CN(c1ccccc1)c1ccccc1 (centres undefined)
 : u	9%[10 µM]	-14%[9.22 µM]	x	-1%	0%	0%
O=S(=O)(c1ccc(NCC2CCCCC2)nc1)N1CCOCC1
 : -18%	9%[10 µM]	-13%	-15%	-1%	2%	9%[38.3 µM]

Following part:
Results follow in this order: LMNA splice mod	HTT ATP protect	HTT aggregate	SMN2 splice enh	Luc counter	CBFb RUNX1 block	IMPase Li inh
Cn1c(Cc2ccccc2)[n+](C)c2ccccc21
 : u	-13%	-15%	2%	3%	10%	14%
O=C(NCc1ccccc1)C1=C[C@H](c2ccc(C(F)(F)F)cc2)C[C@H](OCc2ccc(CO)cc2)O1
 : x	10%[10 µM]	4%[9.22 µM]	x	x	6%	2%
O=[N+]([O-])c1cc2c(cc1/C=N/n1c(-c3ccccn3)n[nH]c1=S)OCO2
 : -7%	9%[10 µM]	15%	-38%[inhibitor]	2%	x	11%
Cc1ccc(-n2nnc3c(=O)oc4ccccc4c32)cc1
 : u	-70%[inhibitor]	-4%	4%	0%	-3%	9%[38.3 µM]
O=C(CSC1CC(=O)N(CCc2ccccc2)C1=O)Nc1ccc(Cl)cc1 (centres undefined)
 : 17%	17%[10 µM]	-6%	-3%[1.84 µM]	-2%	-1%	15%
Cc1cc(CNC(=O)Cc2ccc(F)cc2)c2ccccc2n1
 : 20%[46 µM]	-16%	2%	-15%	1%	1%	3%

Compounds shown so far with an aryl thioether with sulfur outside any ring (seven):
Results follow in this order: LMNA splice mod	HTT ATP protect	HTT aggregate	SMN2 splice enh	Luc counter	CBFb RUNX1 block	IMPase Li inh
Cc1sc2nc(SCC(=O)N3CCOCC3)[nH]c(=O)c2c1C
 : -8%	-4%	13%	u	-2%	9%	19%[38.3 µM]
CC(C)c1ccc(SCc2noc(C(=O)NCC3CCCO3)c2C(=O)O)cc1 (centres undefined)
 : 9%[0.0737 µM]	-7%	-6%	-18%	3%	-6%	-6%[38.3 µM]
COc1ccc(S(=O)(=O)N2CCOCC2)cc1NC(=O)CSc1nnc2ccccn12
 : -16%[46 µM]	-23%	16%	7%	3%	5%	-2%
Cc1cc(SC(C)C(=O)NCC(=O)Nc2ccc(F)c(F)c2F)nc2ccccc12 (centres undefined)
 : -13%	-3%[10 µM]	-17%	12%	1%	3%	-16%
Cc1cc(=O)[nH]c(SCC(=O)Nc2ccc(Br)cc2)c1C#N
 : -5%	-31%	10%[1.84 µM]	-48%[inhibitor]	9%	1%	33%[activator][38.3 µM]
CCCn1nnnc1SCC(=O)N1CCCc2ccccc21
 : -10%	7%[10 µM]	2%	-7%	3%	17%	1%
CCOc1ccc2c(c1)c1nnc(SCC(=O)N3CCCCC3C)nc1n2C (centres undefined)
 : 4%	-21%	-7%	-37%[inhibitor]	1%	6%	19%[38.3 µM]
